EBNA-1 inhibitor – EBNA-1 DNA-binding inhibitors, primary screen, biochemical, fluorescence polarization; inhibition, % at 14.8 µM; hit rate 0.34% among 300,000; in the data active = inhibition above about 28%
PREPL inhibitor – PREPL enzyme inhibitors, primary screen, biochemical, fluorescence polarization; recombinant PREPL, fluorescence polarization activity-based probe; inhibition, % at 5.96 µM; hit rate 0.68% among 320,000; in the data active = inhibition above about 43%;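 also: 0% = enzyme with DMSO and 100% = wells lacking enzyme; many of its hits are not listed in these tables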
ZTA counter – ZTA (EBV) inhibition in EBNA-1 counter-screen; P03206; ZTA-DNA binding, fluorescence polarization; inhibition, % at 11 µM; hit rate 0.15% among 320,000; AID 2234; in the data active = inhibition above about 33%
PAFAH2 inh – PAFAH2 enzyme inhibitors, primary screen, biochemical, fluorescence polarization, human; inhibition, % at 3.39 µM; Platelet-activating factor acetylhydrolase 2, cytoplasmic (Homo sapiens), Q99487; hit rate 0.99% among 340,000; AID 492956, 2010; recombinant PAFAH2, FP-rhodamine activity probe;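 active = inhibition above the mean over all tested compounds plus 3 SD, cut at about 30% in these data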;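 also: inhibitors block probe labeling of enzyme so polarization drops; 0% = enzyme with DMSO and 100% = wells lacking PAFAH2 protein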
LYPLA1 inh – LYPLA1 inhibitors, primary screen, counter-screen for PME1 inhibitor project, biochemical, fluorescence polarization, FP-Rh probe ABPP; Acyl-protein thioesterase 1 (Homo sapiens), O75608; recombinant LYPLA1; inhibition, % at 5.9 µM; hit rate 0.16% among 320,000; AID 2174, 2009;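 active = inhibition above the mean of all tested compounds plus 3 SD, set per campaign, cut at about 14% in these data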;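 also: inhibitors block serine hydrolase probe labeling of LYPLA1 so polarization falls; 0% = enzyme with DMSO and 100% = wells lacking LYPLA1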
Target sequence (O75608 whole entry, looked up): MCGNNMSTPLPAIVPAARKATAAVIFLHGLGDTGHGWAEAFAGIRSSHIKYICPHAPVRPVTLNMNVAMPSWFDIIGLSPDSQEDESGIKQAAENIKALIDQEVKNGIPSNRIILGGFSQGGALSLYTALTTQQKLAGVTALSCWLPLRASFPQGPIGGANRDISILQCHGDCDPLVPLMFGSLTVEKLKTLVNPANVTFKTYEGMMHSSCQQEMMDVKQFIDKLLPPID
PAFAH1B2 inh – PAFAH1B2 enzyme inhibitors, primary screen, biochemical, fluorescence polarization, human; Platelet-activating factor acetylhydrolase IB subunit alpha2 (Homo sapiens), P68402; recombinant PAFAH1B2, FP-rhodamine activity probe; inhibition, % at 3.39 µM; hit rate 1.2% among 340,000; AID 492953, 2010;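 active = inhibition above the mean of all tested compounds plus 3 SD, cut at about 24% in these data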;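 also: 0% = enzyme with DMSO and 100% = wells lacking PAFAH1B2; many of its hits are not listed in these tables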
Target sequence (P68402 whole entry, looked up): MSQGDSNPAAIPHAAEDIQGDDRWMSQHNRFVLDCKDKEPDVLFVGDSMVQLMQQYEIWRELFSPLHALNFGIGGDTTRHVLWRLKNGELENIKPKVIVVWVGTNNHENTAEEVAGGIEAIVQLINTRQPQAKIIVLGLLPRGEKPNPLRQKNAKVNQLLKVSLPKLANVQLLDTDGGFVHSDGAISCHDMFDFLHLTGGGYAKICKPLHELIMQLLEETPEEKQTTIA
pPAFAH FP inh – pPAFAH enzyme inhibitors, primary screen, biochemical, fluorescence polarization, human | recombinant pPAFAH, FP-rhodamine probe fluorescence polarization | inhibition, % at 3.39 µM | hit rate 1.5% among 330,000 | Platelet-activating factor acetylhydrolase (Homo sapiens), Q13093;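 active = inhibition above the mean inhibition across the screen plus 3 SD, cut at about 25% in these data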;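 also: inhibitors block binding of the rhodamine activity-based probe so polarization drops; 0% = enzyme with DMSO and 100% = wells lacking pPAFAH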
LYPLA2 inh – LYPLA2 inhibitors, primary screen, counter-screen for PME1 inhibitor project, biochemical, fluorescence polarization, FP-Rh probe ABPP; recombinant LYPLA2; inhibition, % at 5.9 µM; hit rate 0.38% among 320,000; AID 2177, 2009;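 active = inhibition above the screen-wide mean plus 3 SD, limit set per campaign, cut at about 26% in these data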;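 also: 0% = LYPLA2 with DMSO and 100% = wells lacking LYPLA2 enzyme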
Target sequence (O95372 whole entry, looked up): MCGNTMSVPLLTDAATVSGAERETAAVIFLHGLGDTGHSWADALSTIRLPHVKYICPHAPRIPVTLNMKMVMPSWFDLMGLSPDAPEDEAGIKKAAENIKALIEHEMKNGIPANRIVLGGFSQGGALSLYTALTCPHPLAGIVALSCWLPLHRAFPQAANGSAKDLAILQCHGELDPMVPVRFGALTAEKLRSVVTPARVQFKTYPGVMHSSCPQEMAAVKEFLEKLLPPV
PAFAH1B3 inh – PAFAH1B3 enzyme inhibitors, primary screen, biochemical, fluorescence polarization, human | hit rate 0.28% among 340,000 | inhibition, % at 3.39 µM | recombinant PAFAH1B3, FP-rhodamine probe | AID 492972, 2010 | Platelet-activating factor acetylhydrolase IB subunit alpha1 (Homo sapiens), Q15102;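 active = inhibition above the screen-wide average of all tested compounds plus 3 SD, cut at about 25% in these data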;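 also: 0% = enzyme with DMSO only and 100% = wells lacking PAFAH1B3 protein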
Target sequence (Q15102 whole entry, looked up): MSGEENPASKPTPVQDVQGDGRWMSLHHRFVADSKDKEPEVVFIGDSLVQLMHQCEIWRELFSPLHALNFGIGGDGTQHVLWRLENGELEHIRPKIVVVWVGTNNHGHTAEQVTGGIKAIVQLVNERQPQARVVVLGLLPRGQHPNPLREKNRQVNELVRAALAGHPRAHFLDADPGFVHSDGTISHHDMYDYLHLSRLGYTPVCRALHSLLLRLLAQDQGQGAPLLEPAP
* = called active by the depositor; / = not tested or not shown. Not all compounds are listed (hit frequency here may not be typical).

| Compound | EBNA-1 inhibitor | PREPL inhibitor | ZTA counter | PAFAH2 inh | LYPLA1 inh | PAFAH1B2 inh | pPAFAH FP inh | LYPLA2 inh | PAFAH1B3 inh |
| --- | --- | --- | --- | --- | --- | --- | --- | --- | --- |
| CC(C)CC1NC(=O)N(Cc2nc3ccccc3s2)C1=O (centres undefined) | -14.8 | -1.5 | -18.0 | -3.7 | -2.4 | 2.8 | 1.7 | -4.5 | 9.4 |
| CN1C(=O)/C(=C/c2ccc(OCc3cccc(F)c3)cc2)NC1=S | 7.1 | 0.7 | 14.5 | 0.3 | -1.8 | 2.6 | 6.4 | 0.1 | 0.1 |
| CC(C)(C)c1ccc(S(=O)(=O)N2CC(C(=O)O)Oc3ccc(Cl)cc32)cc1 (centres undefined) | 0.7 | 1.9 | 25.6 | 34.1* | 0.9 | 21.4 | 6.5 | 3.9 | -2.5 |
| CCOC(=O)N1CCN(C(=O)CCn2c(=O)[nH]c3ccsc3c2=O)CC1 | 4.7 | 11.5 | 1.6 | 7.2 | 3.6 | 3.9 | 1.3 | 9.2 | 3.5 |
| COc1cc(SC)ccc1C(=O)NC(C)C | -0.4 | -3.3 | -2.2 | 2.9 | -0.6 | 3.6 | 2.0 | -0.5 | 3.3 |
| Cc1ccc2c(=O)cc(C(=O)NCCc3ccc(S(N)(=O)=O)cc3)oc2c1 | -8.8 | 4.4 | -11.1 | -1.5 | -4.5 | 3.4 | 17.7 | -3.1 | 3.3 |
| COc1ccc(CNC(=O)c2csc(Cc3ccc(Cl)cc3)n2)cc1 | -8.5 | -5.5 | -3.4 | 2.2 | 2.5 | 8.7 | 15.5 | 10.3 | 3.5 |
| O=C(CN1C(=O)c2ccccc2C1=O)c1ccccc1 | -2.9 | -3.3 | -3.7 | 2.3 | 0.0 | 4.5 | 6.5 | 6.4 | 2.8 |
| CC1CCN(C(=O)C2CCN(S(=O)(=O)c3cccnc3)CC2)CC1 | -3.1 | 2.8 | -15.9 | 1.9 | 1.3 | 5.0 | -3.4 | 7.8 | 4.5 |
| CCCOc1ccc(-c2nc(C#N)c(N3CCN(C)CC3)o2)cc1 | -1.6 | 17.0 | 1.8 | -2.1 | -1.9 | 0.5 | 3.8 | 5.3 | -0.2 |
| COc1ccc(NC(=O)CSc2nnc(-c3ccco3)n2N)cc1Cl | -0.2 | 1.2 | 6.0 | 4.0 | -2.1 | 4.8 | 1.4 | 2.1 | 5.6 |
| CCOC(=O)N1CCC(n2c(SCC(=O)NCc3ccco3)nc3ccsc3c2=O)CC1 | 2.2 | 2.2 | -15.4 | -1.1 | -2.4 | 4.5 | 9.2 | -0.1 | 3.0 |
| CCC(C)C(NC(=O)OC(C)(C)C)C(=O)NC(C(=O)NC(C)C(N)=O)C(C)C (centres undefined) | -14.1 | 10.0 | -20.2 | 7.7 | 6.3 | 8.1 | -1.1 | -3.3 | 0.8 |
| COc1cc(NC(=O)c2sc3ncn(CC(=O)N4CCCC(C)C4)c(=O)c3c2C)cc(OC)c1OC (centres undefined) | 1.7 | 4.1 | -18.3 | -5.7 | 3.8 | 5.3 | 6.9 | 12.7 | -1.0 |
| Cc1c(C(=O)C(=O)N2c3ccc(F)cc3CCC2C)c2ccccc2n1C (centres undefined) | -3.8 | 0.5 | -3.3 | 9.0 | -2.3 | 8.7 | -2.5 | -1.9 | 5.1 |
| COCCSc1nnc(NC(=O)Cc2ccccc2OC)s1 | -12.4 | 3.9 | -6.5 | -3.0 | 1.3 | 5.2 | 0.2 | -0.4 | 3.6 |
| COc1cccc(Oc2coc3c(CN4CCOCC4)c(O)ccc3c2=O)c1 | -2.4 | -9.4 | -1.9 | 9.8 | 0.1 | -3.7 | 2.4 | 8.8 | 8.2 |
| CSc1cc(-c2ccc(Cl)cc2)c(C(=O)NN)s1 | -4.9 | -17.4 | -20.3 | -0.5 | -1.9 | -1.4 | 7.2 | 0.4 | -5.0 |
| CC(/C=N/NC(=O)Cc1cccn1C)=C\c1ccco1 | -13.7 | 14.3 | -1.4 | -1.2 | -4.1 | 3.7 | 11.2 | 1.7 | 1.5 |
| COc1nc(-c2ccc(C)cc2)ccc1-c1noc(-c2cccnc2)n1 | 4.8 | 3.5 | 21.8 | -6.7 | -5.9 | 0.6 | 2.8 | -0.2 | 6.0 |
| CCCCCOc1ccccc1C(=O)NCCCCCC(=O)O | -1.1 | 5.9 | 9.8 | -4.2 | 5.6 | 1.1 | 7.7 | 5.5 | 4.3 |
| Cc1nc(NC(=O)CN2CC(C)OC(C)C2)sc1C(=O)N(C)C (centres undefined) | -1.4 | -2.5 | -10.3 | -1.8 | -0.9 | -1.0 | 4.5 | 2.0 | -2.3 |
| Cc1ccc(C(=O)Cc2nnc(C)s2)cc1 | 8.5 | 8.8 | 7.8 | -3.0 | -8.7 | -6.1 | 2.5 | -8.6 | 2.1 |
| COc1ccc(C(=O)Nc2cc(C(F)(F)F)ccc2Cl)cc1OC | -7.9 | 6.7 | 2.7 | 2.0 | 0.8 | -2.0 | 2.8 | -2.0 | 1.6 |
| CCC(=O)Nc1ccc(C(=O)NNC(=O)c2cccs2)cc1 | -7.4 | 19.6 | -11.5 | -1.4 | 1.4 | 1.1 | 2.1 | 4.8 | -5.3 |
| CCC(C(=O)NCc1cccnc1)n1nc(C)c2sc3ccccc3c2c1=O (centres undefined) | 5.2 | 10.9 | -8.9 | -1.9 | 0.3 | 0.6 | 1.5 | 4.7 | 5.2 |
| Cc1cccc(NC(=O)c2onc3c2CCCC3)c1C | -3.1 | 10.3 | 14.0 | 6.1 | 0.4 | 2.7 | 3.8 | 4.8 | 8.7 |
| Cc1ccc(OCCc2csc(N)n2)cc1 | -0.5 | 1.6 | -9.1 | -2.8 | -0.4 | 1.6 | 3.2 | -0.1 | 0.5 |
| Cc1ccc(S(=O)(=O)N(C)C)cc1NC(=O)COc1ccc(-c2nnco2)cc1 | -0.5 | -15.0 | 1.5 | -1.6 | -0.5 | 0.6 | 1.1 | 7.8 | 5.4 |
| Cc1ccc(-n2nnnc2SCc2nnc(-c3ccccc3Br)o2)cc1 | 3.1 | -11.1 | 6.1 | 4.9 | 0.3 | 4.9 | 6.0 | 7.7 | 12.4 |

Single values from the entries so far:
CCCCCOc1ccccc1C(=O)NCCCCCC(=O)O in pPAFAH FP inh: 7.7
CC(/C=N/NC(=O)Cc1cccn1C)=C\c1ccco1 in EBNA-1 inhibitor: -13.7

Next results follow:
| Compound | EBNA-1 inhibitor | PREPL inhibitor | ZTA counter | PAFAH2 inh | LYPLA1 inh | PAFAH1B2 inh | pPAFAH FP inh | LYPLA2 inh | PAFAH1B3 inh |
| --- | --- | --- | --- | --- | --- | --- | --- | --- | --- |
| O=C1NCCC12C(=O)Nc1ccccc12 (centres undefined) | -2.9 | -1.0 | -5.4 | -8.9 | 2.8 | 4.4 | -1.8 | 0.3 | 11.4 |
| CN1CCN(S(=O)(=O)c2cccc(C(=O)NC3(C)CCS(=O)(=O)C3)c2)CC1 (centres undefined) | / | 11.9 | -6.1 | 2.4 | -0.5 | 3.0 | 1.4 | -2.1 | 2.6 |
| Nc1cnc(CNc2ccccc2Cl)cn1 | 4.8 | 3.7 | 7.5 | 4.9 | 2.2 | 0.9 | -3.7 | -2.6 | 1.7 |
| CC1(C)CC(=O)C(C(O)c2ccccc2)C(C)(C)N1 (centres undefined) | 6.6 | -1.0 | 8.9 | -4.5 | 4.0 | 1.6 | 4.0 | 4.5 | 1.0 |
| CCOC(=O)C1(CC2CC2)CCN(Cc2ccc(C(=O)OC)cc2)CC1 | 14.5 | 22.4 | 4.4 | 3.4 | 3.0 | 1.6 | -2.6 | 9.5 | -0.1 |
| Cc1ccc(C(=O)NC(=O)CSc2nnc(C)s2)cc1 | 1.0 | 2.7 | 1.9 | 1.4 | -2.6 | 4.2 | 2.2 | -0.4 | 1.8 |
| CC(C)OCCCNc1nc(-c2ccccc2)nc2ccccc12 | -2.6 | 13.2 | -5.0 | -6.3 | -3.8 | 0.5 | 3.5 | 3.1 | -2.2 |
| Cc1occc(=O)c1OCc1ccccc1 | 3.8 | 0.1 | 4.2 | 0.3 | -1.4 | 1.2 | 1.5 | -3.5 | 0.4 |
| CC1CCc2c(sc(NC(=O)C(=O)NCc3ccco3)c2C#N)C1 (centres undefined) | 1.0 | -3.4 | -16.8 | 1.4 | 0.1 | 14.2 | -0.5 | -4.5 | 3.5 |
| O=C(NC1CCCC1)c1sc(=S)n2c1[nH]c(=O)c1ccccc12 | 10.2 | 31.5 | 2.6 | 38.5* | 1.5 | 22.0 | 15.3 | -5.1 | 21.7 |
| CC(=O)NC(C)c1cc(Cl)c2ccccc2c1O (centres undefined) | / | 4.3 | -19.4 | 4.8 | 1.8 | 8.0 | 1.8 | -2.7 | 3.5 |
| CN(CC(=O)Nc1cccc(F)c1)C(=O)CCCc1cccs1 | 7.0 | -3.4 | 9.4 | -1.7 | 1.6 | 5.8 | 6.7 | 2.4 | 7.2 |
| O=C(COc1ccc(Oc2ccccc2)cc1)NC1CCS(=O)(=O)C1 (centres undefined) | / | 18.0 | / | 0.0 | / | 11.0 | 1.8 | / | 5.5 |
| Cc1cc(C)cc(OCC(O)CN2CCC(CN3C(=O)c4cccc5cccc(c45)C3=O)CC2)c1 (centres undefined) | 8.1 | 17.1 | 0.2 | 6.4 | 8.6 | 2.9 | 4.3 | 46.0* | -5.4 |
| COc1ccc(/C=C/C(=O)N2CCN(c3ccccn3)CC2)cc1OC | 3.8 | 12.1 | -8.6 | 2.9 | 0.3 | -2.5 | 3.4 | -1.2 | 2.0 |
| COc1ccc(OC)c(COC(=O)c2cccc(S(=O)(=O)N3CCCCC3)c2)c1 | / | 7.4 | / | 6.7 | / | 5.4 | 3.3 | / | 0.0 |
| COc1ccc(C2C(C(=O)Nc3cccc(C)n3)c3ccccc3C(=O)N2C)cc1OC (centres undefined) | 11.8 | 8.5 | 2.4 | 1.5 | -0.7 | -2.1 | 0.7 | 3.0 | 0.2 |
| CC(=O)CSc1nc(N(C)C)nc(N(C)C)n1 | -1.7 | 6.1 | -0.8 | 3.8 | 1.5 | 1.0 | 1.9 | 2.7 | 8.3 |
| O=C(COC(=O)c1cccc(S(=O)(=O)N2CCOCC2)c1)NCc1ccc2c(c1)OCO2 | / | 13.3 | / | 2.3 | / | 2.1 | 3.5 | / | 9.3 |
| O=C(Nc1ccc(CN2CCS(=O)(=O)CC2)cc1)c1ccc(C(F)(F)F)cc1 | 7.9 | -5.7 | 11.5 | -12.3 | -2.1 | -2.7 | -4.6 | -5.8 | 3.4 |
| CN1CCN(C(=S)NC(=O)c2cccc(S(=O)(=O)N(C)C)c2)CC1 | 6.5 | 7.8 | 0.6 | 6.5 | 0.4 | 7.4 | 4.9 | 4.6 | 9.5 |
| CCCN(CCC)C(=O)CC(c1ccc(F)cc1)c1ccco1 (centres undefined) | 1.1 | -3.2 | 10.8 | -5.1 | 4.0 | 8.8 | 4.0 | 5.7 | 5.4 |
| CN1C(C(=O)NCc2ccccc2)CC2Cn3c(nc4cc5ccccc5cc43)C21 (centres undefined) | 0.9 | 9.2 | 5.4 | -1.4 | -2.8 | 6.3 | 4.6 | -2.6 | -3.8 |
| O=C(NCc1cccnc1)Nc1ccccc1C(F)(F)F | 15.4 | -1.9 | -9.7 | -0.1 | -1.5 | 6.8 | -1.7 | -1.1 | 2.0 |
